Source: PubChem
Integrin act MD: integrin-mediated muscular dystrophy alleviation activation | alpha7betagal myoblasts, beta-gal FDG fluorescence, 48 h | Potency, µM (doses to about 38.3 µM), without a hit: top-dose activation, actives largely listed as activators | 350,000 tested, 0.064% active;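 further: potency means the concentration at half of the fitted maximal effect; 100% = response of the positive control SU9516; nearly all actives have a fitted effect of over 60% in size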
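Alpha7betagal+/- myoblasts (passage 13) were plated 16-24 hr, then exposed to compounds (1:260 dilution of DMSO stock) for 48 hours at 37C. After MPER lysis, β-galactosidase reporter activity was read as FDG fluorescence (ex 480/em 540) after 30 minutes.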
p53 reactivator: restores transcriptional activity of mutant p53; Potency, µM (titrated, usually from 92.2 µM), for inactives: at the highest dose activity change, positive = activation, most hits filed as activators; H1299 p53-A138V BP100-luciferase reporter, luminescence, 24 h; 320,000 tested, 0.063% active; further: potency means the concentration at half of the fitted maximal effect; % of control where 0% means no effect; nearly all actives have a fitted effect of over 45% in size
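p53-null H1299 cells stably carrying temperature-sensitive p53-A138V and a BP100-luciferase reporter were pinned with compounds (4-point, 1:5 series) and held 24 hrs at 37 deg C. Luminescence was read 10 min after detection reagent.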
ELG1 repair inh: inhibitors of ELG1-dependent DNA repair in HEK293T cells; HEK293T ELG1-luciferase reporter, luminescence, 16 h; DNA damage induced by 5-fluorouridine; Potency, µM (top dose mostly 46.1 µM), for the others: top-dose activity change, negative = inhibition, usual class: inhibitors; 330,000 tested, 2.3% active; AID 504467; further: potency means the concentration at half of the fitted maximal effect; on the % scale 0 is the no-effect control and ±100 the full control effect; nearly all actives have a fitted effect of over 55% in size
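Luminescence from the luciferase reporter, measured 30 min after ONE-Glo reagent at room temperature, was the read-out. Beforehand, 2,000 cells per well were exposed for 16 hr at 37 °C to 5-fluorouridine together with compound or vehicle.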
TCR activator: activators of T cell receptors; primary human leukocytes, anti-CD3, IL-2 HTRF, 48 h; Potency, µM (top dose mostly 9.22 µM), without a hit: at the highest dose activation of IL-2 secretion, actives largely listed as activators; 330,000 tested, under 10 active; further: % of control where 0% means no effect
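1) Mix primary human leukocytes, a-CD3 beads and compound. 2) Incubate 48 hr. 3) Add HTRF IL-2 reagents (a-IL-2-K, a-IL-2-d2).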
TRPV1 agonist: agonists of human vanilloid receptor 1 (TRPV1) | Q8NER1 | TRPV1-expressing cells, Fluo-8 calcium influx, agonist mode | activation, % at 8.33 µM | 320,000 tested, 0.19% active; in the data active means activation above about 80%; inconclusive means between about 30% and that limit; further: 0% is about no effect
Target sequence (Q8NER1 whole entry, looked up): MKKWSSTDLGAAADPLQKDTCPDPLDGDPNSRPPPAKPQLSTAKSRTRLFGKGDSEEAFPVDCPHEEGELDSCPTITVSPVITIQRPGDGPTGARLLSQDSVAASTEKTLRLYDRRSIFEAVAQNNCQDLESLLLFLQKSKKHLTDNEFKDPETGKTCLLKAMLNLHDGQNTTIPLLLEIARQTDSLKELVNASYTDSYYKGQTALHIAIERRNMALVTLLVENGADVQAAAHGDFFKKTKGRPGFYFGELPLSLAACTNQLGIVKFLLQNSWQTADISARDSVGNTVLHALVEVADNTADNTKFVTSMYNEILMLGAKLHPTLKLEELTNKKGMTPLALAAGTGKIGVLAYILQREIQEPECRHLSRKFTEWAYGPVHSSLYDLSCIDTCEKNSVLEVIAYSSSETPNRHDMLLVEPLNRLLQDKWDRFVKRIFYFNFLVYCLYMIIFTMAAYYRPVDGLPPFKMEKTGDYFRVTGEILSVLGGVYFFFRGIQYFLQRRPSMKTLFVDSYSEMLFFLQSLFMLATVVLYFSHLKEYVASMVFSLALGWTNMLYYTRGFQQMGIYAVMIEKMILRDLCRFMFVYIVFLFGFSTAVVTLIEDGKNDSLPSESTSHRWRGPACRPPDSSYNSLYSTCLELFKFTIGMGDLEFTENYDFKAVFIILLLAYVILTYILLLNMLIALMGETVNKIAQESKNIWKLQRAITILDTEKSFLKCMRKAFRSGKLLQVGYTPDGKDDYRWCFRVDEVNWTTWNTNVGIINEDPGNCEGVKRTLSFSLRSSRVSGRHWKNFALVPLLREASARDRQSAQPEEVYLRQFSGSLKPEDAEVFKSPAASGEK
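Fluo-8 calcium influx in TRPV1-expressing cells, kinetic read (ex 480/em 520 nm). Compound added and read 3 min for agonist activity, followed by capsaicin at EC20 final and 2 min further read for enhancement.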
TSG101-PTAP inh: blocks PTAP/TSG101 interaction to inhibit HIV-1 budding; Q99816; Fluorescence polarization, FITC-PTAP peptide / Tsg101 binding; Potency, µM (titrated, usually from 115 µM), for the others: at the highest dose activity change, negative = inhibition, most hits filed as inhibitors; 340,000 tested, under 10 active; AID 493005; active means well fitted inhibition curve with a large enough effect in the main read-out, with a control signal flat, not every such curve was filed as active; inconclusive means small, poorly fitted or top-dose-only effect, or effect the other way, or a change in a side signal; inactive means no such curve, though single readings can be large or run the other way; further: potency means the concentration at half of the fitted maximal effect; % of control where 0% means no effect
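Fluorescence polarization binding of Tsg101 binding domain (10 uM final) to FITC-labeled PTAP peptide (50 nM final) in HEPES pH 7.5 buffer with NaCl, Tween 20, EDTA, TCEP. Compounds added before peptide; binding 20 min at RT.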
MLL CXXC-DNA inh: MLL CXXC-DNA interaction inhibition. Q03164. MLL-CXXC / FITC-HOXA9 DNA fluorescence polarization. Potency, µM (series often up to 115 µM), without a hit: at the highest dose activity change, negative = inhibition, actives largely listed as inhibitors. 290,000 tested, 0.037% active. AID 2662; active means well fitted inhibition curve with a large enough effect in the polarisation, with a control signal flat, not every such curve was filed as active; inconclusive means small, poorly fitted or top-dose-only effect, or effect the other way, or a change in a side signal; inactive means no such curve, though single readings can be large or run the other way; the % refers to the polarisation; further: potency means the concentration at half of the fitted maximal effect
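Purified MLL-CXXC (added from a 7 uM solution) was preincubated 5 min at ambient with pinned compounds in 50 mM Tris-HCl pH 7.5, 50 mM NaCl, 1 mM DTT, 0.05% BSA. Fluorescein-labeled HOX-A9 DNA (50 nM solution) followed, 30 min, then polarization read.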
A-T KAP1 phos: potential ataxia-telangiectasia treatments restoring KAP-1 phosphorylation; AID 485349; 320,000 tested, 0.19% active; […] A-T fibroblasts, KAP-1 phosphorylation AlphaLISA; neocarzinostatin DNA damage 30 min before lysis; Potency, µM (top dose mostly 57.5 µM), without a hit: at the highest dose activation, actives largely listed as activators; further: potency means the concentration at half of the fitted maximal effect; % of control where 0% means no effect; nearly all actives have a fitted effect of over 45% in size
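ATM-like activity read as KAP-1 phosphorylation via AlphaLISA donor/acceptor antibody pairs after lysis and 6 hr at 25C. Cells were ATM-null patient fibroblasts ([…], hTERT), dosed 60 min, then exposed to the DSB inducer NCS for 30 min.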
B2AR arrestin: beta2AR (human) beta-arrestin recruitment activity; beta-arrestin recruitment to beta2AR, cell-based reporter; Potency, µM (top dose mostly 46.1 µM), for the others: at the highest dose activation, usual class: activators; 330,000 tested, 0.02% active; AID 492947;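 further: potency means the concentration at half of the fitted maximal effect; 0% = DMSO controls and full agonism = EC100 isoproterenol or metaproterenol; nearly all actives have a fitted effect of over 65% in size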
BRCA1 expr act: activators of BRCA1 expression | MCF7-BRCA1-FFLuc reporter, luminescence, 48 h; response scale: scaled: vehicle 0%, 10 µM genistein 100% | Potency, µM (top dose mostly 46.1 µM), without a hit: at the top dose activation, most hits filed as activators | 380,000 tested, 1.1% active | AID 624202; further: potency means the concentration at half of the fitted maximal effect; nearly all actives have a fitted effect of over 80% in size; some results filed as inactive show a strong effect at the top dose
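Quantitative HTS in MCF7 cells stably reporting BRCA1 expression via firefly luciferase. Compound treatment lasts 48 h at 37 °C in phenol-red free MEM. Activation is expressed relative to genistein at 10 microM and DMSO.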
An asterisk follows results filed as active; [ ] = dose if it differs, or a comment. Unless noted, the call rests on the fitted dose curve; in most records, active means well fitted curve in the direction sought with a large enough effect; inconclusive means small, poorly fitted or top-dose-only effect, or another doubt; inactive means no such curve, though single readings can be large; an effect the other way counts as inactive or inconclusive.

`O=C(NCC(=O)N(c1cccnc1)C(C(=O)NC1CCCC1)c1ccccc1)c1ccco1` (stereo not given) gave Integrin act MD 13%, p53 reactivator -4%, ELG1 repair inh 7%, TCR activator -9%, TRPV1 agonist -1, TSG101-PTAP inh 2%, MLL CXXC-DNA inh -6%, A-T KAP1 phos -2%, B2AR arrestin 0.0% and BRCA1 expr act 0%.
Screening COc1ccc(Cc2nnc(NC(=O)Nc3ccccc3F)s2)cc1OC returned Integrin act MD -23%, p53 reactivator -48%[inhibitor], ELG1 repair inh -37%, TRPV1 agonist -4, TSG101-PTAP inh -2%, MLL CXXC-DNA inh 2%, A-T KAP1 phos 1%, B2AR arrestin -0.8% and BRCA1 expr act -39%.
`CSCC[C@H](NC(=O)OC(C)(C)C)c1nnc(SCc2ccc(F)cc2)o1` gave Integrin act MD -14%, p53 reactivator 14%, ELG1 repair inh inconclusive, TCR activator -1%, TRPV1 agonist inconclusive, TSG101-PTAP inh 1%, MLL CXXC-DNA inh 3%, A-T KAP1 phos -10%, B2AR arrestin -0.4% and BRCA1 expr act -35%.
Screening CCOc1ccc(CNc2ccc3c(c2)ncn3C(C)(C)C)cc1 returned Integrin act MD 17%, p53 reactivator 11%, ELG1 repair inh inconclusive, TCR activator 7%, TRPV1 agonist 2, TSG101-PTAP inh -1%, MLL CXXC-DNA inh 22%, A-T KAP1 phos -20%, B2AR arrestin -0.8% and BRCA1 expr act 75%.
`O=[N+]([O-])c1c(-c2cn[nH]c2)n[nH]c1-c1cn[nH]c1` gave Integrin act MD -24%, p53 reactivator 7%, ELG1 repair inh -1%, TCR activator -6%, TRPV1 agonist -3, TSG101-PTAP inh -1%, MLL CXXC-DNA inh -2%, A-T KAP1 phos -2%, B2AR arrestin -0.3% and BRCA1 expr act -2%.
`O=C(CCNC(=O)c1ccco1)NC(Cc1c[nH]c2ccccc12)C(=O)O` (stereo not given) gave Integrin act MD 15%, p53 reactivator -1%, ELG1 repair inh 23%, TRPV1 agonist 0, TSG101-PTAP inh 1%, A-T KAP1 phos 7%, B2AR arrestin -1.1% and BRCA1 expr act 2%.
COc1ccc(N(C(=O)CNC(=O)c2ccco2)C(C(=O)NC2CCCC2)c2cccnc2)cc1 (stereo not given) was read as Integrin act MD 20%, p53 reactivator 0%, ELG1 repair inh inconclusive, TCR activator 0%, TRPV1 agonist -2, TSG101-PTAP inh -1%, MLL CXXC-DNA inh 1%, A-T KAP1 phos -14%, B2AR arrestin 0.4% and BRCA1 expr act 9%.
Screening Cc1ccc(S(=O)(=O)N(CC(=O)N2CCN(c3ccccc3F)CC2)C2CCCCC2)cc1 returned Integrin act MD 16%, p53 reactivator 1%, ELG1 repair inh inconclusive, TCR activator 13%, TRPV1 agonist 0, TSG101-PTAP inh -7%, MLL CXXC-DNA inh -9%, A-T KAP1 phos -3%, B2AR arrestin -0.8% and BRCA1 expr act -35%.
Screening COCc1nc2sc(C)c(C)c2c(=O)[nH]1 returned Integrin act MD 3%, p53 reactivator 2%, ELG1 repair inh 11%, TCR activator 3%[46.1 µM], TRPV1 agonist 0, TSG101-PTAP inh -5%, MLL CXXC-DNA inh -1%, A-T KAP1 phos 2%, B2AR arrestin 0.4% and BRCA1 expr act -4%.
COc1ccc(C)cc1-n1nnnc1SCC(=O)NC1CCCC1 was read as Integrin act MD -1%, p53 reactivator -2%, ELG1 repair inh 4%, TCR activator -4%, TRPV1 agonist 7, TSG101-PTAP inh -4%, A-T KAP1 phos 11%, B2AR arrestin -0.4% and BRCA1 expr act 22%.
`COc1ccc(N(C(=O)CNC(=O)c2ccco2)C(C(=O)NC2CCCCC2)c2cccnc2)cc1` (stereo not given) gave Integrin act MD -6%, p53 reactivator 1%, ELG1 repair inh 12%, TCR activator -4%, TRPV1 agonist 1, TSG101-PTAP inh -2%, MLL CXXC-DNA inh 2%, A-T KAP1 phos 5%, B2AR arrestin -0.2% and BRCA1 expr act 0%.
Screening CNC(=O)C(C#N)(Cc1cc(C(C)=O)ccc1OC)Cc1cc(C(C)=O)ccc1OC returned Integrin act MD 22%, p53 reactivator 3%, ELG1 repair inh inconclusive, TCR activator 0%, TRPV1 agonist -5, TSG101-PTAP inh -1%, MLL CXXC-DNA inh 3%, A-T KAP1 phos 2%, B2AR arrestin -0.3% and BRCA1 expr act -21%.
For Cc1oc(-c2ccccc2)cc1C(=O)Nc1ccc(N(C)C)cc1 the results were Integrin act MD -33%, p53 reactivator -1%, ELG1 repair inh -22%, TCR activator 2%, TRPV1 agonist -3, TSG101-PTAP inh 0%, MLL CXXC-DNA inh 13%, A-T KAP1 phos -4%, B2AR arrestin 0.5% and BRCA1 expr act 16%.
For CCN(CC)CCCNC(=S)N(CCO)Cc1cc2cc3c(cc2[nH]c1=O)OCCO3 the results were Integrin act MD 11%, p53 reactivator -8%, ELG1 repair inh -2%, TCR activator -18%, TRPV1 agonist 0, TSG101-PTAP inh -1%, MLL CXXC-DNA inh -1%, A-T KAP1 phos -1%, B2AR arrestin 0.0% and BRCA1 expr act 7%.
Screening Cc1ccc(NC(=O)c2ccc(Cl)c(NC(=O)c3cccs3)c2)cc1 returned Integrin act MD 7%, p53 reactivator 28%, ELG1 repair inh inconclusive, TCR activator -4%, TRPV1 agonist inconclusive, TSG101-PTAP inh 0%, MLL CXXC-DNA inh 1%, A-T KAP1 phos 17%, B2AR arrestin -1.1% and BRCA1 expr act 81%.
`Cc1cc(Br)ccc1NC(=O)CN(C)C(=O)CN1C(=O)NC2(CCCC2)C1=O` gave Integrin act MD 11%, p53 reactivator -3%, ELG1 repair inh 5%, TCR activator 2%, TRPV1 agonist -1, TSG101-PTAP inh 0%, A-T KAP1 phos 6%, B2AR arrestin 0.1% and BRCA1 expr act 1%.
`O=C(c1ccccc1F)N1CCN=C1c1ccccc1` gave Integrin act MD 0%, p53 reactivator 10%, ELG1 repair inh -4%, TCR activator -3%, TRPV1 agonist -2, TSG101-PTAP inh 1%, MLL CXXC-DNA inh 8%, A-T KAP1 phos -3%, B2AR arrestin -0.1% and BRCA1 expr act -2%.
Screening CN(C)c1ccc(/C=C2\SC(N3CCCCC3)=NC2=O)cc1 returned Integrin act MD 17%, ELG1 repair inh inconclusive, TCR activator 6%, TRPV1 agonist inconclusive, TSG101-PTAP inh inconclusive, MLL CXXC-DNA inh inconclusive, A-T KAP1 phos -6%, B2AR arrestin -0.6% and BRCA1 expr act 113%.
`O=C(NCc1ccco1)c1ccc(F)c(S(=O)(=O)N2CCCCC2)c1` gave Integrin act MD -18%, p53 reactivator -1%, ELG1 repair inh 2%, TCR activator -4%, TRPV1 agonist 9, TSG101-PTAP inh -1%, MLL CXXC-DNA inh -9%, A-T KAP1 phos -4%, B2AR arrestin 0.0% and BRCA1 expr act 0%.
`CC1(c2ccc(Cl)cc2Cl)NC(=O)N(CC(=O)Nc2ccc3[nH]c(=O)[nH]c3c2)C1=O` (stereo not given) gave Integrin act MD 4%, p53 reactivator -1%, ELG1 repair inh inconclusive, TCR activator 4%, TRPV1 agonist 1, TSG101-PTAP inh -1%, A-T KAP1 phos 4%, B2AR arrestin 0.3% and BRCA1 expr act -24%.
For Cc1ccnc(NC(=O)c2cccc(OC(F)F)c2)n1 the results were Integrin act MD -19%, p53 reactivator 11%, ELG1 repair inh inconclusive, TCR activator -5%, TRPV1 agonist 2, TSG101-PTAP inh -2%, MLL CXXC-DNA inh 17%, A-T KAP1 phos 0%, B2AR arrestin -0.1% and BRCA1 expr act 19%.
`Cc1cc(OCc2cc(C(=O)N3CCC(Oc4cccnc4)CC3)no2)cc(C)c1Cl` gave Integrin act MD -33%, p53 reactivator -3%, ELG1 repair inh -20%, TRPV1 agonist 5, TSG101-PTAP inh 0%, MLL CXXC-DNA inh 9%, A-T KAP1 phos 2%, B2AR arrestin -0.2% and BRCA1 expr act -39%.
COc1ccc(Cn2c(-c3ccco3)nc3c(c(=O)c4ccccc4n3C)c2=O)cc1 was read as Integrin act MD 14%, p53 reactivator -1%, ELG1 repair inh 7%, TCR activator 6%, TRPV1 agonist 10, TSG101-PTAP inh 0%, MLL CXXC-DNA inh 11%, A-T KAP1 phos 45%, B2AR arrestin 0.3% and BRCA1 expr act 0%.

Two neighbouring compounds out of the list so far, for reference:
`Cc1cc(OCc2cc(C(=O)N3CCC(Oc4cccnc4)CC3)no2)cc(C)c1Cl` gave Integrin act MD -33%, p53 reactivator -3%, ELG1 repair inh -20%, TRPV1 agonist 5, TSG101-PTAP inh 0%, MLL CXXC-DNA inh 9%, A-T KAP1 phos 2%, B2AR arrestin -0.2% and BRCA1 expr act -39%.
COc1ccc(Cn2c(-c3ccco3)nc3c(c(=O)c4ccccc4n3C)c2=O)cc1 was read as Integrin act MD 14%, p53 reactivator -1%, ELG1 repair inh 7%, TCR activator 6%, TRPV1 agonist 10, TSG101-PTAP inh 0%, MLL CXXC-DNA inh 11%, A-T KAP1 phos 45%, B2AR arrestin 0.3% and BRCA1 expr act 0%.
